M5 ag – CHRM5 agonism in calcium assay. 0.19% of 360,000 active. P08912. CHO-K1 hM5 cells, Fluo-8 calcium fluorescence; 0% DMSO wells, 100% maximal acetylcholine response. activation, % at 3 µM;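 active = activation above the run's mean over test compounds plus 3 SD, cut at about 23% in these data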;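 also: signal is peak over basal fluorescence ratio across the kinetic read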
Target sequence (P08912 whole entry, looked up): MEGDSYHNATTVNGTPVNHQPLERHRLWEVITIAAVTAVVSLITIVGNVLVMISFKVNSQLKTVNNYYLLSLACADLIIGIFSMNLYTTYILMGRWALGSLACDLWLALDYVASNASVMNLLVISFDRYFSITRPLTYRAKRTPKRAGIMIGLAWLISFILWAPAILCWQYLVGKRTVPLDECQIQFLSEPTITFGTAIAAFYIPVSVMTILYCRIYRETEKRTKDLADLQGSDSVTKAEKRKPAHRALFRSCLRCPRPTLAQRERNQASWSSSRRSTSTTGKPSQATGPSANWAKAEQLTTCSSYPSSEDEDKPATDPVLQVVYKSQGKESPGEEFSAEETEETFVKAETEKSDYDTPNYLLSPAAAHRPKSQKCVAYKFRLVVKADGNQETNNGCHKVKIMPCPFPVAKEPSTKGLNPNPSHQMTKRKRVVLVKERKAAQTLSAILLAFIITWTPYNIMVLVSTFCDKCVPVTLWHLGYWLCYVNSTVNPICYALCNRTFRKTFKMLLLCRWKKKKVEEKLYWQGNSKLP
M1 antag – antagonists of human M1 muscarinic receptor; 1.3% of 360,000 active; inhibition, % at 3 µM; CHO-K1 hM1, Fluo-8 calcium fluorescence, ACh EC80 antagonist; P11229;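 active = percent inhibition above its own plate's cutoff, namely the mean of that plate's compound wells plus 3 SD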;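 also: peak over basal fluorescence ratio during 140 s after agonist addition; 0% = ACh EC80 plus DMSO and 100% = DMSO alone without agonist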
CHRM5 PAM – potentiates acetylcholine response at human M5 receptor; P08912; CHO-K1 hM5, Fluo-8 calcium, ACh EC20 PAM; 0% = ACh EC20, 100% = ACh EC100; activation, % at 3 µM; 0.3% of 360,000 active; AID 624038;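 active = activation above the run cutoff, the mean activation of all test compounds plus 3 SD, cut at about 18% in these data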
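System: CHO-K1 cell line with stable human muscarinic M5 receptor expression | Also added: EC20 acetylcholine as agonist stimulus | Compound: One concentration, 3 µM final (nominal) | Timing: Fluo-8 loading 80 min at 37 °C plus 30 min room temperature | Measured by: Fluo-8 calcium dye fluorescence, kinetic read | Read-out basis: % activation, ACh-normalized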
M5 antag – CHRM5 antagonism in calcium assay | P08912 | 0.59% of 360,000 active | inhibition, % at 3 µM | CHO-hM5 cells, Fluo-8 calcium fluorescence, ACh EC80 | AID 624040;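 active = inhibition above a per-plate cutoff, the mean of that plate's test compounds plus 3 SD, cut at about 27% in these data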;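 also: 0% = acetylcholine EC80 with DMSO and 100% = DMSO without agonist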
CHRM4 agonist – CHRM4 agonism in calcium assay; CHO-K1 hM4/Gqi5, Fluo-8 calcium fluorescence; vehicle 0%, full acetylcholine response 100%; 0.14% of 360,000 active; AID 624127; activation, % at 3 µM;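 active = activation above the run mean over all test wells plus 3 SD, cut at about 32% in these data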;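 also: peak over basal fluorescence ratio per well then scaled between controls; 0% = DMSO wells and 100% = acetylcholine at EC100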
Target sequence (P08173 whole entry, looked up): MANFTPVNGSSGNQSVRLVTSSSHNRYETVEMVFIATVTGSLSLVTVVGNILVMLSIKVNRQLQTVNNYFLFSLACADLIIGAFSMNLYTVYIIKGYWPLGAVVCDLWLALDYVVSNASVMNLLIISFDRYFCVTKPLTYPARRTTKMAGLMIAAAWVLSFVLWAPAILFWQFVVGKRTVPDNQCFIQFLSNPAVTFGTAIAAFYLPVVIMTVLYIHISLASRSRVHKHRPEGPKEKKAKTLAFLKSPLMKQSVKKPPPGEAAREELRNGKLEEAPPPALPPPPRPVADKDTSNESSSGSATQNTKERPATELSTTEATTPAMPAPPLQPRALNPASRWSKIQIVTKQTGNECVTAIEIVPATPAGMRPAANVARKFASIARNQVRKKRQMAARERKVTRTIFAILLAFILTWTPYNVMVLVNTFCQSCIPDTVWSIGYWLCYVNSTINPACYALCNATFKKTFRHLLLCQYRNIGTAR
M1 ag – activates human CHRM1 receptor; AID 588814; activation, % at 3 µM; CHO-K1 hM1, Fluo-8 calcium fluorescence, agonist mode; 0% DMSO, 100% acetylcholine EC100; 0.33% of 360,000 active;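 active = activation above the run's mean compound activation plus 3 SD, cut at about 16% in these data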;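 also: peak over basal fluorescence ratio within a 140 s kinetic read after compound addition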
CHRM1 PAM – positive allosteric modulators of human M1 muscarinic receptor; P11229; CHO-K1 hM1, Fluo-8 calcium fluorescence, ACh EC20; 0% = ACh EC20, 100% = maximal ACh; activation, % at 3 µM; 0.088% of 360,000 active; in the data active = activation above about 19%, passing the limit was not always enough
M4 antag – CHRM4 antagonism in calcium assay; CHO-hM4 cells, ACh EC80, Fluo-8 calcium fluorescence; inhibition, % at 3 µM; 0.73% of 360,000 active; AID 624125;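 active = inhibition above its plate's cutoff, the mean inhibition of sample wells plus 3 SD, cut at about 27% in these data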;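 also: 0% = acetylcholine EC80 with DMSO and 100% = DMSO without agonist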
TAAR1 ag – agonists of human TAAR1 | Q96RJ0 | CHO RD-HGA16 TAAR1, Fluo-8 calcium fluorescence; vehicle wells 0%, saturating PEA agonist 100% | activation, % at 3 µM | 0.99% of 360,000 active | AID 624467;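 active = activation above the mean activation of all test compounds in the run plus 3 SD, cut at about 38% in these data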
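System: CHO-derived RD-HGA16 cells with stable Gα16 and human TAAR1 / Times: 17-24 h plating, Fluo-8 75 min 37 °C, 30 min RT / Technique: calcium-sensitive Fluo-8 signal, excitation 470-495, emission 515-575 nm / Measure: % activation relative to PEA EC100 response / Benchmarks: DMSO and PEA EC100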
Starred values were filed as active, the others as inactive. Not all compounds are listed; count on the stated rates, not on these rows.

`COCCn1c(SCC(=O)N2CCN(c3ccccc3)CC2)nc2c(c1=O)SC(C)C2` (centres undefined) gave M5 ag 0.8, M1 antag 9.6, CHRM5 PAM -0.5, M5 antag -2.8, CHRM4 agonist 4.0, M1 ag -4.4, CHRM1 PAM -9.1, M4 antag -6.0 and TAAR1 ag -2.3.
For O=C(CSc1cn(Cc2ccccc2)c2ccccc12)Nc1nccs1 the results were M5 ag -4.3, M1 antag 6.4, CHRM5 PAM -11.6, M5 antag 2.1, CHRM4 agonist 2.9, M1 ag -9.5, CHRM1 PAM -8.0, M4 antag 2.4 and TAAR1 ag -0.2.
Screening CSc1ccc(-c2c(C#N)c(N)nc3c2CCCC3)cc1 returned M5 ag -2.0, M1 antag 2.5, CHRM5 PAM -3.3, M5 antag 2.0, CHRM4 agonist 0.3, M1 ag -2.5, CHRM1 PAM 6.2, M4 antag -1.4 and TAAR1 ag 14.4.
Screening O=C(NCCNCc1cccc(Cl)c1)c1ccco1 returned M5 ag 0.0, M1 antag -4.5, CHRM5 PAM 2.6, M5 antag 3.8, CHRM4 agonist 1.3, M1 ag -2.5, CHRM1 PAM 5.3, M4 antag -12.6 and TAAR1 ag 0.8.
`Cc1cc([N+](=O)[O-])c(NC2CCCCC2)c([N+](=O)[O-])c1` gave M5 ag -6.7, M1 antag -4.6, CHRM5 PAM 1.6, M5 antag 2.1, CHRM4 agonist -0.3, M1 ag -3.0, CHRM1 PAM 6.6, M4 antag 7.5 and TAAR1 ag 0.5.
Screening CCc1ccc(C(O)(C(C)C)C(CN2CCOCC2)c2ccccc2)cc1 (centres undefined) returned M5 ag -4.1, M1 antag -6.5, CHRM5 PAM -1.9, M5 antag 8.6, CHRM4 agonist -1.7, M1 ag 0.4, CHRM1 PAM 6.7, M4 antag -4.8 and TAAR1 ag 21.6.
CC(=O)Nc1ccc(N(C(=O)CNC(=O)c2ccco2)C(C(=O)NCc2ccco2)c2ccccc2)cc1 (centres undefined) was read as M5 ag -0.3, M1 antag -12.3, CHRM5 PAM -3.7, M5 antag 9.8, CHRM4 agonist 0.6, M1 ag -1.4, CHRM1 PAM 9.7, M4 antag -5.9 and TAAR1 ag -0.9.
O=C(Nc1nc2c(s1)CCCC2)c1ccc(N2C(=O)CCC2=O)cc1 was read as M5 ag 3.8, M1 antag 7.1, CHRM5 PAM 2.6, M5 antag -6.0, CHRM4 agonist 4.1, M1 ag -1.6, CHRM1 PAM -3.0, M4 antag -5.2 and TAAR1 ag 2.6.
Screening CCOC(=O)C1=CCN(S(=O)(=O)c2cccc(Cl)c2)C1c1ccc(Br)cc1 (centres undefined) returned M5 ag -2.5, M1 antag 6.7, CHRM5 PAM -13.8, M5 antag -1.0, CHRM4 agonist -0.5, M1 ag -3.3, CHRM1 PAM -5.8, M4 antag -3.3 and TAAR1 ag -0.3.
`COc1ccc(C(=O)Nc2ccccc2C(=O)N/N=C/c2ccco2)cc1` gave M5 ag 0.5, M1 antag -5.0, CHRM5 PAM -7.3, M5 antag 2.2, CHRM4 agonist 4.2, M1 ag -7.5, CHRM1 PAM 4.8, M4 antag -0.7 and TAAR1 ag 5.6.
Screening C[C@H](CO)N1C[C@H](C)[C@@H](CN(C)C(=O)Nc2ccccc2F)Oc2ncc(Br)cc2C1=O returned M5 ag -0.6, M1 antag 14.5, CHRM5 PAM 3.4, M5 antag 0.5, CHRM4 agonist 0.6, M1 ag -3.5, CHRM1 PAM -9.8, M4 antag 2.5 and TAAR1 ag 0.1.
`CSc1ccccc1NC(=O)c1cc(S(=O)(=O)N(C)C)ccc1N1CCCC1` gave M5 ag 3.5, M1 antag -7.5, CHRM5 PAM -2.7, M5 antag 12.6, CHRM4 agonist 8.8, M1 ag -0.3, CHRM1 PAM 6.6, M4 antag 2.1 and TAAR1 ag 6.0.
O=C1c2ccccc2NC(c2ccccc2)N1Cc1ccccc1 (centres undefined) was read as M5 ag -14.6, M1 antag 7.6, CHRM5 PAM -1.6, M5 antag 11.0, CHRM4 agonist 9.5, M1 ag -6.7, CHRM1 PAM -6.0, M4 antag 6.0 and TAAR1 ag 6.8.
Cc1nn(-c2ccccc2)c(C)c1NC(=O)Cc1cccs1 was read as M5 ag 2.2, M1 antag 5.3, CHRM5 PAM -4.6, M5 antag 4.6, CHRM4 agonist 1.2, M1 ag -2.9, CHRM1 PAM -1.6, M4 antag -3.5 and TAAR1 ag 0.3.
Cc1[nH]c2c(Cl)cccc2c(=O)c1CN1CCCCCC1 was read as M5 ag -3.7, M1 antag -6.9, CHRM5 PAM 2.0, M5 antag -5.2, CHRM4 agonist 0.5, M1 ag -10.0, CHRM1 PAM -2.5, M4 antag 8.4 and TAAR1 ag -0.6.
`Cc1ccc(CNc2nc3ccccc3n3cnnc23)cc1` gave M5 ag 0.1, M1 antag -16.9, CHRM5 PAM 0.4, M5 antag -6.6, CHRM4 agonist 0.5, M1 ag 3.8, CHRM1 PAM 16.5, M4 antag -9.7 and TAAR1 ag 0.0.
Cc1cc(C)n(-c2nc(C)nc(NCc3ccccc3)n2)n1 was read as M5 ag -3.1, M1 antag -9.1, CHRM5 PAM 7.5, M5 antag 7.0, CHRM4 agonist 1.2, M1 ag -2.7, CHRM1 PAM 5.9, M4 antag 9.7 and TAAR1 ag 1.4.
C(/C=C/c1ccco1)=N/N1CCN(c2ccccc2)CC1 was read as M5 ag -1.1, M1 antag -35.6, CHRM5 PAM 2.4, M5 antag -0.3, CHRM4 agonist 1.8, M1 ag -2.7, CHRM1 PAM 1.6, M4 antag -10.0 and TAAR1 ag -1.4.
`CC(C)=CCC/C(C)=C/CNC(=O)C[C@H]1C[C@H](C(=O)N2CCOCC2)[C@@]2(C)c3[nH]c4cc(-c5ccco5)ccc4c3CCN2C1=O` gave M5 ag -2.2, M1 antag -3.1, CHRM5 PAM 0.3, M5 antag -4.5, CHRM4 agonist 0.7, M1 ag -4.1, CHRM1 PAM 1.7 and M4 antag -8.3.
For CN(CC(=O)OCC(=O)NC1CCCC1)S(=O)(=O)c1ccc(Cl)cc1 the results were M5 ag 1.5, M1 antag -13.7, CHRM5 PAM -2.5, M5 antag -3.2, CHRM4 agonist 0.6, M1 ag -1.7, CHRM1 PAM 16.0, M4 antag -6.2 and TAAR1 ag 6.2.
For N#CC1=C(N)OC2=C(C(=O)CC(c3ccccc3)C2)C1c1ccoc1 (centres undefined) the results were M5 ag -2.5, M1 antag -4.5, CHRM5 PAM -0.8, M5 antag -4.2, CHRM4 agonist 1.1, M1 ag -7.1, CHRM1 PAM 3.2, M4 antag -14.8 and TAAR1 ag 1.5.
`COC(=O)c1cn(NC(=O)Cc2ccc(Cl)cc2)c(=O)c2ccccc12` gave M5 ag 1.7, M1 antag -8.4, CHRM5 PAM -5.0, M5 antag -3.9, CHRM4 agonist 4.8, M1 ag -1.4, CHRM1 PAM 2.3, M4 antag -0.5 and TAAR1 ag 11.1.
O=C(COC(=O)c1cccnc1Cl)NCCc1ccc(F)cc1 was read as M5 ag 1.5, M1 antag -10.0, CHRM5 PAM 1.6, M5 antag 10.0, CHRM4 agonist 0.9, M1 ag -0.5, CHRM1 PAM 4.5, M4 antag 0.2 and TAAR1 ag 4.8.
CC(NCc1ccccc1O)C12CC3CC(CC(C3)C1)C2 (centres undefined) was read as M5 ag -3.2, M1 antag -6.2, CHRM5 PAM 5.7, M5 antag 5.7, CHRM4 agonist 4.6, M1 ag -8.2, CHRM1 PAM -5.2, M4 antag -0.2 and TAAR1 ag 14.4.
Cc1cccc(COCCN2CCN(S(=O)(=O)c3ccccc3)CCC2=O)c1 was read as M5 ag -2.9, M1 antag -26.7, CHRM5 PAM 1.3, M5 antag 1.4, CHRM4 agonist 4.3, M1 ag -0.3, CHRM1 PAM 17.3, M4 antag -20.2 and TAAR1 ag 2.3.
O=C(CSc1ccccn1)N/N=C/c1cccc([N+](=O)[O-])c1 was read as M5 ag -0.7, M1 antag 0.9, CHRM5 PAM 5.1, M5 antag 1.5, CHRM4 agonist 2.0, M1 ag -4.6, CHRM1 PAM 2.8, M4 antag -8.0 and TAAR1 ag -0.1.
CC(=O)Nc1nonc1-c1nc2ccccc2n1N(C(C)=O)C(C)=O was read as M5 ag -0.5, M1 antag -10.0, CHRM5 PAM 7.8, M5 antag -3.8, CHRM4 agonist 1.5, M1 ag -3.8, CHRM1 PAM 10.2, M4 antag 8.1 and TAAR1 ag 2.1.
CCN1C(=O)c2ccc(C(=O)Nc3cccc(C(=O)O)c3)cc2C1=O was read as M5 ag -1.1, M1 antag -8.1, CHRM5 PAM -2.2, M5 antag 3.1, CHRM4 agonist 0.1, M1 ag -2.7, CHRM1 PAM 3.9, M4 antag -5.9 and TAAR1 ag 8.5.
Screening CC1(C(=O)NS(=O)(=O)c2cccc(Cl)c2)CCN1C(=O)C/C=C/c1ccccc1 (centres undefined) returned M5 ag 0.4, M1 antag -10.3, CHRM5 PAM -5.9, M5 antag -1.3, CHRM4 agonist 0.6, M1 ag 8.3, CHRM1 PAM 20.7, M4 antag -13.8 and TAAR1 ag 20.2.
`Cc1cc(/C=C(\C#N)C(=O)Nc2ccccc2)c(C)n1-c1ccc(C(=O)O)cc1` gave M5 ag 0.7, M1 antag -3.3, CHRM5 PAM 1.1, M5 antag 8.2, CHRM4 agonist 0.6, M1 ag -2.7, CHRM1 PAM 0.9, M4 antag 5.6 and TAAR1 ag 0.5.

Reprinted at random: 2 compounds from above.
`Cc1ccc(CNc2nc3ccccc3n3cnnc23)cc1` gave M5 ag 0.1, M1 antag -16.9, CHRM5 PAM 0.4, M5 antag -6.6, CHRM4 agonist 0.5, M1 ag 3.8, CHRM1 PAM 16.5, M4 antag -9.7 and TAAR1 ag 0.0.
O=C(Nc1nc2c(s1)CCCC2)c1ccc(N2C(=O)CCC2=O)cc1 was read as M5 ag 3.8, M1 antag 7.1, CHRM5 PAM 2.6, M5 antag -6.0, CHRM4 agonist 4.1, M1 ag -1.6, CHRM1 PAM -3.0, M4 antag -5.2 and TAAR1 ag 2.6.

Later entries
`O=C(Nc1nc(-c2ccc(S(=O)(=O)N3CCCC3)cc2)cs1)c1cccs1` gave M5 ag -5.0, M1 antag 6.8, CHRM5 PAM -7.5, M5 antag 2.4, CHRM4 agonist 7.8, M1 ag -0.4, CHRM1 PAM -3.6, M4 antag -0.7 and TAAR1 ag 23.1.
For O=[N+]([O-])c1cccc2c(S(=O)(=O)N3CCCCC3)cccc12 the results were M5 ag -2.1, M1 antag -2.7, CHRM5 PAM 6.5, M5 antag -1.6, CHRM4 agonist -0.5, M1 ag -7.6, CHRM1 PAM 6.2, M4 antag -4.0 and TAAR1 ag 3.0.
Screening O=[N+]([O-])c1ccccc1S(=O)(=O)NCc1cccnc1 returned M5 ag -1.1, M1 antag -7.8, CHRM5 PAM 6.8, M5 antag 4.6, CHRM4 agonist 1.5, M1 ag -6.7, CHRM1 PAM 11.3, M4 antag -3.7 and TAAR1 ag 5.7.
CC(O)(c1cccc(F)c1)c1nc(-c2ccc3c(c2)OCO3)cs1 (centres undefined) was read as M5 ag -0.4, M1 antag 1.9, CHRM5 PAM -3.5, M5 antag 3.5, CHRM4 agonist 3.4, M1 ag -2.8, CHRM1 PAM -7.4, M4 antag -9.5 and TAAR1 ag 0.7.
